TNAP inh hi DEA: TNAP (human) inhibition, high acceptor | P05186 | purified TNAP, CDP-star luminescence, 1 M DEA | inhibition, % at 20 µM | 0.03% of 200,000 active;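 active means over 50% inhibition of tissue-nonspecific alkaline phosphatase at 20 µM in the single-dose screen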;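 further: plate controls were DMSO wells for no effect and EDTA-quenched wells as full inhibition for full effect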
Target sequence (P05186 whole entry, looked up): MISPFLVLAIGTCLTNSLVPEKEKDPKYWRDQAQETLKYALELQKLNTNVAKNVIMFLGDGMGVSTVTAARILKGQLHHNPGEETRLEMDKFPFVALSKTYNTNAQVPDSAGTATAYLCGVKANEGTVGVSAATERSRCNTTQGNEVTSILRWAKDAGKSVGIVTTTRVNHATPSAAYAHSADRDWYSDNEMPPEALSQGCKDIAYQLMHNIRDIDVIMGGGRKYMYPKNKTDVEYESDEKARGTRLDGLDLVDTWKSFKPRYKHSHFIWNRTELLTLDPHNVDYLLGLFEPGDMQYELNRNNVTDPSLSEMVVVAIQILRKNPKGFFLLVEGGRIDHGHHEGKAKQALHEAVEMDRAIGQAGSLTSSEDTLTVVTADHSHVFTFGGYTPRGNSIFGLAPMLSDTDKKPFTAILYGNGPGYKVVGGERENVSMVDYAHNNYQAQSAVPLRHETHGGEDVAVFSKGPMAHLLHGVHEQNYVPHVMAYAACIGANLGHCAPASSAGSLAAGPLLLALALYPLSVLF
PPARg SRC-2 ag: promotes SRC-2 coactivator recruitment by human PPARgamma | P37231 | AID 1032 | 0.34% of 200,000 active | activation, % at 8 µM | PPARgamma LBD-SRC-2 recruitment, biochemical; in the data active means activation above about 22%;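 further: 0% = vehicle and 100% = reference agonist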
TNAP inh noacc: TNAP (human) inhibition, acceptor-free conditions; purified TNAP, CDP-star luminescence, 30 min; 0.26% of 200,000 active; inhibition, % at 20 µM; P05186;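 active means tissue-nonspecific alkaline phosphatase inhibition above about 50% at 20 µM in the single-dose screen, limit read from the data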;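 further: 0% = DMSO negative control and 100% = EDTA positive control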
Efa HMGR inh: blocks class II HMG-CoA reductase of Enterococcus faecalis; purified E. faecalis HMGR, NADPH absorbance 340 nm kinetic; inhibition, % at 10 µM; AID 1066; 0.41% of 190,000 active;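 active means inhibition above a set limit, the median over all tested compounds plus 3 SD, cut at about 9.5% in these data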;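 further: enzyme runs in reverse so mevalonate oxidation gives rising NADPH absorbance; 0% = complete reaction with DMSO and 100% = background rate lacking mevalonate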
PPARg SRC-3 ag: PPARgamma-driven SRC-3 recruitment agonism | biochemical PPARgamma/SRC-3 coactivator recruitment assay | activation, % at 8 µM | 0.26% of 200,000 active | AID 731; in the data active means activation above about 23%;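 further: 0% = DMSO and 100% = reference agonist; some compounds past the cut are filed as inactive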
PPARg SRC1 recr: promotes SRC-1 coactivator recruitment by human PPARgamma; P37231; PPARgamma-SRC-1 coactivator recruitment biochemical assay; activation, % at 8 µM; 0.41% of 200,000 active; AID 631; in the data active means activation above about 19%;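 further: 0% = DMSO and 100% = reference agonist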
bIAP act: intestinal alkaline phosphatase (bovine) activation; purified bovine IAP, CDP-star luminescence, 30 min; stronger effect = higher value; fold of DMSO-control signal, blank-subtracted; activation factor at 20 µM; 0.17% of 200,000 active; AID 1016;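 active means activation factor of 2 or more at 20 µM, a signal rise over negative controls twice the positive control's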
TNAP act hi DEA: increases human TNAP activity under high phosphate acceptor concentration. purified TNAP, CDP-star luminescence, 1 M DEA, 30 min; stronger effect = higher value; 0 = EDTA background, 1 = DMSO-only activity. activation factor at 20 µM. 200,000 tested, under 10 active;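 active means activation factor at least 2 at 20 µM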
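Assay system: human TNAP; Input: enzyme diluted 1/800 final; Reagent: CDP-star luminogenic substrate at 100 µM final; Timing: 30 min, room temperature; Signal: luminescence; Evaluation: TNAP activation factor scaled between EDTA and DMSO control wells.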
bIAP inhibitor: intestinal alkaline phosphatase (bovine) inhibition | 190,000 tested, under 10 active | inhibition, % at 20 µM | AID 1019 | purified bovine IAP, CDP-star luminescence, 30 min;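 active means over 50% inhibition of intestinal alkaline phosphatase at 20 µM in the single-dose screen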
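Assay system: bovine IAP enzyme; medium: DEA buffer 100 mM, pH 9.8, with MgCl2 1.0 mM, ZnCl2 0.02 mM; doses: 20 µM single dose; incubation: enzyme reaction for 30 min at room temperature; detection: CDP-star luminescence signal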
SRC2 TRFRET art: TR-FRET artefact, counter-screen to PPARgamma/SRC-2 agonist assay | stronger effect = higher value | TR-FRET ratio at 8 µM | 0.4% of 200,000 active | AID 1049; in the data active means TR-FRET ratio above about 2000; further: inactives centre near 1500
* hit, by the source's call; nt = not tested or not shown.

A first look (2 entries):
structure	PPARg SRC-3 ag	TNAP inh hi DEA	bIAP inhibitor	PPARg SRC-2 ag	TNAP act hi DEA	PPARg SRC1 recr	SRC2 TRFRET art	bIAP act	Efa HMGR inh	TNAP inh noacc
Cc1ccc(NC(=O)Nc2ccccc2)c(Br)c1	1	-4	5	-4	1	6	1779	0.9	-8	-21
O=C(Nc1ccccc1)N1CCSc2cc(Cl)ccc21	-3	-5	2	-2	1.1	0	1452	1	-2	-5

All compounds of this part (from the top)
structure	PPARg SRC-3 ag	TNAP inh hi DEA	bIAP inhibitor	PPARg SRC-2 ag	TNAP act hi DEA	PPARg SRC1 recr	SRC2 TRFRET art	bIAP act	Efa HMGR inh	TNAP inh noacc
Cc1ccc(NC(=O)Nc2ccccc2)c(Br)c1	1	-4	5	-4	1	6	1779	0.9	-8	-21
O=C(Nc1ccccc1)N1CCSc2cc(Cl)ccc21	-3	-5	2	-2	1.1	0	1452	1	-2	-5
Cc1cn(S(=O)(=O)c2ccc(Br)cc2)cn1	-11	-2	4	-3	1	3	1222	1	-1	-7
CC(C(=O)c1ccccc1)n1cnc2ccccc2c1=O (stereo not drawn)	-3	-1	13	7	1	2	1406	0.9	-2	-2
CC1(C)CC2(CCO1)OC(=O)CC2C(=O)Nc1ccccc1Cl (stereo not drawn)	4	-7	-1	10	1.1	2	1786	1	-4	-11
COc1ccc(Cl)cc1NC(=O)N(C)Cc1c(C)nn(C)c1C	8	-3	5	6	1	5	1734	1	-6	-11
Cc1c(C(=O)N2CCCCC2)nnn1-c1nonc1N	0	1	38	0	1	-1	1511	0.6	-1	-3
COc1cc(-c2cc3nc(C)c(C)c(=O)n3[nH]2)cc(OC)c1OC	11	-6	11	4	1.1	2	1528	0.9	-1	-8
O=C1C2CC=C(Cl)CC2C(=O)N1CNc1ccccn1 (stereo not drawn)	0	0	14	5	1	0	1497	0.9	0	-7
CC(=O)NCCc1cc2ccc(C)c(C)c2[nH]c1=O	7	-2	9	3	1	5	1701	0.9	-4	-9
CCOC(=O)C1CCN(C(=S)Nc2cccc(C)c2C)CC1	7	0	8	11	1	1	1738	0.9	-2	-8
CNC(=O)CSc1nnc(-c2cccnc2)n1-c1ccc(C)cc1	-2	-5	-4	-7	1	-6	1539	1	0	-6
O=[N+]([O-])c1cccc(-c2ccc(C(=S)N3CCOCC3)o2)c1	-2	0	-5	-1	1	-3	1346	1	0	-1
Cc1cc(C)c(C#N)c(SCC(=O)Nc2ccc(S(=O)(=O)Nc3onc(C)c3C)cc2)n1	1	-1	5	-2	1	6	1474	0.9	-4	-5
COc1ccc2oc(=O)c(C(=O)NCc3ccccn3)cc2c1	14	-2	-12	1	1	-4	1405	1.1	0	-8
Cc1ccc(C(=O)Nc2c(C(=O)NCc3ccco3)cnn2-c2ccccc2)cc1	8	-3	-5	3	1	3	1627	1.1	4	-13
Cc1cccc(NC(=S)NC(=O)CCc2ccccc2)c1	1	-4	7	3	1	7	1671	0.9	-6	-13
CCCc1ccc(/C=C2\C(=O)c3ccccc3C(O)=C2C(=O)OCC)cc1	7	-5	35	5	1.1	2	1614	0.7	-2	4
COC(=O)/C(=C/c1ccco1)NC(=O)c1ccccc1	7	-3	-4	-6	1	0	1457	1	-1	-10
CC(C)(C)n1ncc2c(=O)n(CC(=O)NCc3ccc(F)cc3)cnc21	3	-6	8	6	1.1	4	1639	0.9	-5	-15
O=C(COC(=O)CC12CC3CC(CC(Br)(C3)C1)C2)NC(=O)NCc1ccco1	10	2	14	3	1	0	1551	0.9	-4	-2
Cc1cc2oc3c(c(=O)c2cc1C)C(c1ccc(F)cc1)N(CCCN1CCOCC1)C3=O (stereo not drawn)	2	5	3	4	0.9	8	1653	1	-9	-1
O=C1CC(N2CCN(c3ccccn3)CC2)C(=O)N1c1ccc(Cl)cc1 (stereo not drawn)	-1	3	-3	5	1	3	1640	1	-4	0
CCNC(=O)NC(=O)CSc1ccccc1F	4	-6	14	1	1.1	4	1676	0.9	-3	-9
Cc1ccc(CSc2ccc3nnc(-c4ccccn4)n3n2)cc1	1	-2	-10	5	1	1	1563	1.1	-3	-6
O=c1c2ccccc2nnn1CSc1nc2ccccc2c(=O)n1Cc1ccco1	nt	-4	2	nt	1	nt	nt	1	nt	14
C=CCNC(=O)NC(=O)COC(=O)/C=C/c1cccc([N+](=O)[O-])c1	-2	-4	-3	4	1	1	1421	1	-9	-12
COc1ccc(-c2[nH]ncc2CN2CCC(OCc3ccccc3)CC2)c(F)c1	7	-6	-7	1	1.1	9	1599	1.1	1	45
COc1ccc(-c2cc(=Nc3ccc(C)cc3)c3ccccc3o2)cc1	2	4	17	5	1	-2	1477	0.8	-5	-1
Cn1cnnc1SCC(=O)NCCc1ccc(Cl)cc1Cl	2	1	-12	-2	1	-5	1411	1.1	-5	-3
CCCC(=O)Nc1cc(-c2nc3ncccc3o2)ccc1C	-4	-2	32	6	1	2	1387	0.7	1	-10
COC(=O)c1ccc(NC(=S)NCCc2ccccc2)cc1	15	-1	7	-1	1	4	1778	0.9	-4	-1
Cc1cc(C)cc(-n2c(C)cc(/C=N/NC(=O)c3ccncc3)c2C)c1	1	-6	-6	4	1.1	1	1986*	1.1	1	-2
CCSc1nc2ccccc2n1Cc1cccc([N+](=O)[O-])c1	-19	0	2	-3	1	0	1451	1	1	-6
O=C(c1cc2c(s1)CCC2)N1C(=O)c2ccccc2S1(=O)=O	-1	-5	7	-5	1.1	-4	1538	0.9	-1	-12
CC(=O)C1=C(c2ccccc2)NC(=S)NC1c1cc(Cl)c(OC(C)C)c(Cl)c1 (stereo not drawn)	5	1	10	11	1	7	1572	0.9	-11	0
CCC(=O)NNc1ncnc2c1cnn2C	-3	-5	-68	-1	1	-3	1762	1.7	-4	-139
C[C@@H]1NC(=O)c2cc([N+](=O)[O-])cc(I)c2NCC[C@@H](C(N)=O)NC(=O)[C@H](CC(N)=O)NC1=O	1	2	5	0	1	0	1448	0.9	-3	-5
COCc1[nH]nc2c1C(c1ccnc3ccccc13)C(C#N)=C(N)O2 (stereo not drawn)	6	0	-2	6	1	4	1612	1	0	-8
CCOc1ccccc1N1CCN(C(=S)NC(=O)C23CC4CC(CC(C4)C2)C3)CC1	2	-6	35	1	1.1	1	1435	0.6	-6	-57
CN(C)/C=C1\C(=O)NN=C1C(F)(F)F	4	-4	-2	5	1	4	1581	1	1	-11
Clc1ccccc1C1CC(c2ccccc2)Nc2ncnn21 (stereo not drawn)	5	-2	7	3	1	-5	1374	0.9	-2	-8
O=C(Cn1cnc2ccccc2c1=O)N1CCOCC1	-4	1	-2	-4	1	-9	1386	1	-1	-10
O=S(=O)(Cc1ccccc1Cl)NCCOc1ccccc1	3	-4	5	-9	1	-4	1373	0.9	-2	-10
COc1ccccc1CN1C[C@@H]2C[C@@H](c3ccc(C)c(C)c3)N3CCC[C@@]23C1=O	2	2	-21	0	1	-7	1506	1.2	-1	0
O=C(CCn1c(=O)sc2ccccc21)Nc1cccnc1	-5	-1	2	2	1	0	1445	1	-4	-9
CCN(C(=O)COC(=O)c1cnc(C)cn1)C1CCCCC1	4	1	-5	5	1	-3	1622	1.1	-2	-9
Cc1cc(C)c(NC(=O)CO/N=C2\CCCc3nonc32)c(C)c1	-1	-6	7	-3	1.1	-11	1459	0.9	-8	-11
CC(=O)c1ccc(OCc2ccc(Oc3c(Cl)cccc3[N+](=O)[O-])cc2)cc1	4	-2	9	6	1	4	1426	0.9	0	-43
CNS(=O)(=O)c1ccc(N=Cc2c(C)[nH]n(-c3ccc(C)cc3C)c2=O)cc1	2	0	-12	-3	1	10	1471	1.1	-2	7

Going on with the list:
structure	PPARg SRC-3 ag	TNAP inh hi DEA	bIAP inhibitor	PPARg SRC-2 ag	TNAP act hi DEA	PPARg SRC1 recr	SRC2 TRFRET art	bIAP act	Efa HMGR inh	TNAP inh noacc
CCc1c(C)c2c(C)nn(-c3ccccc3)c2oc1=O	-2	-4	-7	-1	1	6	1511	1.1	3	-10
CSc1sc(C)cc1/C=N/O	0	-1	-14	6	1	-5	1266	1.1	-8	-6
CCCCN(Cc1ccccc1)C(=O)c1cnc2n(c1=O)CCS2	5	-3	6	6	1	5	1448	0.9	-8	3
O=C(CCC1CCCN(Cc2ccc3c(c2)OCCO3)C1)NCc1ccc(F)c(F)c1 (stereo not drawn)	-2	-7	-16	-2	1.1	11	1492	1.2	-1	-8
O=C(Nc1cccc(C(=O)O)c1)/C(=C\c1ccccc1)NC(=O)c1ccccc1	-2	0	4	-6	1	0	1411	1	-1	4
O=S(=O)(Nc1ccc(S(=O)(=O)Nc2cccc3ccccc23)cc1)c1ccccc1	5	-2	8	-1	1	2	1542	0.9	1	-18
CCCOc1ccccc1C1CC(=O)NC(C)=C1C(=O)OCC(C)C (stereo not drawn)	12	-7	4	9	1.1	7	1650	1	-9	-9
CC(=O)c1cc(C#N)c(SCCC(C)C)nc1C	-6	-4	14	4	1	-2	1492	0.9	-1	-8
O=C(CCC(=O)Nc1ccccc1Cl)N/N=C1\CCCc2ccccc21	1	-6	13	7	1.1	-5	1583	0.9	-3	-9
Cc1ccc(NC(=O)CCCN2C(=S)NC(C)(C)CC2C)cc1 (stereo not drawn)	0	0	23	-5	1	3	1583	0.8	3	-2
